DDE Tn7 FP inh – inhibitors of Tn7 peptide binding to human fibrin DD(E) | P02675 | FP displacement of FITC-Tn7 peptide from fibrin DD(E); 0% = median of compound wells per plate | inhibition, % at 8.3 µM | actives 0.13% (n = 370,000);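 active = inhibition above the mean of compounds falling within the control limits plus 3 SD of them, cut at about 14% in these data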;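 note: 0% = plate median of compound wells and 100% = 10 µM Aha-Tn7 peptide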
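system = human fibrin DD(E) protein | quantity = DD(E) 2 µM final | medium = Tris/NaCl/CaCl2 buffer, pH 7.8 | also added = labelled Tn7 tracer, 0.1 µM | compound dosing = single point at 8.3 µM | timing = compound with protein 10 min, then 3 h after probe, room temperature | signal = FP measurement | benchmarks = Aha-Tn7 high control | repeats = one replicate per compound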
Tn6 DDE FP – disrupts Tn6 cyclic peptide binding to fibrin D-Dimer-E complex; inhibition, % at 8.3 µM; AID 720509; actives 0.21% (n = 370,000); P02675; Fibrin DD(E) TRITC-Tn6 fluorescence polarization displacement;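 active = inhibition above a per-campaign cutoff: mean of compounds within control limits plus 3 SD, cut at about 15% in these data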;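 note: 0% = median of all compound wells on the plate and 100% = blocking peptide control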
SIAE primary – inhibitors of human sialic acid acetylesterase SIAE | AID 1053197 | inhibition, % at 9.66 µM | Q9HAT2 | SIAE FP-Rh probe binding, fluorescence polarization | actives 0.69% (n = 370,000);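 active = inhibition above a cutoff: mean of compounds within the control limits plus 3 SD of those, cut at about 17% in these data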;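 note: 0% = plate median of compound wells and 100% = probe without SIAE protein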
Target sequence (Q9HAT2 whole entry, looked up): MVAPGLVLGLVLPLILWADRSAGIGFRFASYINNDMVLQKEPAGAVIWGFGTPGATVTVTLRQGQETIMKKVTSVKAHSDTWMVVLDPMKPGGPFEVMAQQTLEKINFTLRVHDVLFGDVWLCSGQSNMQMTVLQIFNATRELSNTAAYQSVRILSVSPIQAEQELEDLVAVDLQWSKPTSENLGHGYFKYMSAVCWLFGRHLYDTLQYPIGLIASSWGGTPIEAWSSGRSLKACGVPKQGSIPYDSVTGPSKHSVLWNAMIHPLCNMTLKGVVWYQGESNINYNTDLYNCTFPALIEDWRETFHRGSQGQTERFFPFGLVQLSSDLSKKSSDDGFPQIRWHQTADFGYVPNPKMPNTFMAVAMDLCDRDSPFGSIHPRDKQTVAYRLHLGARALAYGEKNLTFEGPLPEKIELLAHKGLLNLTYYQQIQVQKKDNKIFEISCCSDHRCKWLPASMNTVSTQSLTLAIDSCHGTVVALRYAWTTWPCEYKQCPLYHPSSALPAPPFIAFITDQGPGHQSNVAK
LEDGF integ inh – blocks HIV-1 LEDGF/p75-dependent DNA integration; TR-FRET IN-LEDGF/p75 DNA integration, Eu/Cy5; inhibition, % at 3.7 µM; actives 0.64% (n = 370,000);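 active = inhibition above the screen-wide mean plus 3 SD, cut at about 13% in these data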;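 note: signal is the Cy5 over europium emission ratio at 671 and 618 nm; 0% = plate median of compound wells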
UHRF1 binding – UHRF1 methyl-DNA binding inhibition. actives 0.75% (n = 370,000). AID 687016. inhibition, % at 4.4 µM. UHRF1 binding to methylated oligo, TR-FRET. Q96T88; in the data active = inhibition above about 21%;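 note: UHRF1 SRA domain binding a hemimethylated CpG hairpin DNA probe; 0% = median of test compound wells and 100% = reference inhibitor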
proKLK7 act – activators of human kallikrein-7 zymogen. purified proKLK7, EDANS-DABCYL substrate fluorescence; 100% is mature enzyme control, 0% vehicle. activation, % at 7 µM. actives 0.9% (n = 370,000);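 active = activation above the mean of all tested compounds plus 3 SD, computed per campaign excluding outliers beyond control limits, cut at about 13% in these data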
PRMT1 FP inh – PRMT1 (human) inhibition, primary screen | recombinant PRMT1, activity-based probe fluorescence polarization | actives 1.3% (n = 370,000) | inhibition, % at 2.79 µM | Q99873;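 active = inhibition above about 21% made by adding two undisclosed values, limit read from the data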
TDP2 inh – TDP2 (human) inhibition, absorbance primary screen; O95551; recombinant TDP2, T5PNP hydrolysis, p-nitrophenol absorbance 415 nm; inhibition, % at 12.8 µM; actives 0.34% (n = 370,000); AID 720702;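 active = inhibition above the mean of all tested compounds plus 3 SD, set per campaign, cut at about 25% in these data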;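 note: 0% = DMSO with enzyme and 100% = buffer with substrate but no TDP2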
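Assay system: Recombinant human TDP2 | Quantity: 120 nM TDP2 per well | Incubation: 2 h at 37 °C | Signal: Epi absorbance | Evaluation: Percent inhibition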
MBD2 DNA inh – blocks human MBD2 binding to methylated DNA; Q9UBB5; TR-FRET, MBD2 binding to methylated oligonucleotide; inhibition, % at 4.4 µM; actives 0.31% (n = 370,000); AID 686964; in the data active = inhibition above about 13%
Target sequence (Q9UBB5 whole entry, looked up): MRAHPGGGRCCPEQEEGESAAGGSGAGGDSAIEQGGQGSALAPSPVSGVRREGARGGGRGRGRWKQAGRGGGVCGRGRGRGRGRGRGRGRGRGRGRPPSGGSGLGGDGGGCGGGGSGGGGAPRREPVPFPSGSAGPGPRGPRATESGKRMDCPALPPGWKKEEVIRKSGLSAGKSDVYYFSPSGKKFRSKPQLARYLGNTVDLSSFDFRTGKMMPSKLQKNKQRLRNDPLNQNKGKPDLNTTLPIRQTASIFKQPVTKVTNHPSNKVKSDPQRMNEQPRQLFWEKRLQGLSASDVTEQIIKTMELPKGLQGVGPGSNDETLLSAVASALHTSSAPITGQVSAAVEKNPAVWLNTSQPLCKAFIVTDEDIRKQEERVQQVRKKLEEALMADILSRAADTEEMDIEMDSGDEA
TCR CD3 inh – inhibitors of human TCR-CD3 interaction; AID 651800; inhibition, % at 9.4 µM; actives 0.37% (n = 360,000); TAMRA-labeled TCR probe fluorescence, biochemical; in the data active = inhibition above about 19%;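 note: recombinant mutant TCR 2C K166C tagged with TAMRA read by polarization; 0% = receptor in buffer alone and 100% = receptor with positive control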
* hit, by the source's call; . = no result given.

DDE Tn7 FP inh	Tn6 DDE FP	SIAE primary	LEDGF integ inh	UHRF1 binding	proKLK7 act	PRMT1 FP inh	TDP2 inh	MBD2 DNA inh	TCR CD3 inh	SMILES
5	7	-8	-3	0	-0.2	-2	-4	3	1	CCOC(=O)c1c(Cl)c(C)nn1-c1nc(OC)cc(OC)n1
3	5	3	1	0	-0.2	-1	3	-2	6	O=C(Cc1ccc([N+](=O)[O-])cc1)Nc1cccc(C(=O)N2CCCC2)c1
1	-6	-4	3	-3	0.1	-2	-5	-3	2	Nc1nonc1-n1nnc(C(=O)N/N=C/c2cccc(F)c2)c1-c1ccccc1
-8	0	-2	6	-1	-1.0	-1	1	-1	3	CCCn1cnc2scc(-c3ccc(OC)cc3)c2c1=O
-1	0	-8	1	-6	-9.5	-2	7	3	-1	O=c1c(-c2nc3ccccc3s2)cccn1Cc1ccccc1
4	-6	-2	4	-4	1.4	-2	10	1	3	COc1cc(/C=C/C(=O)OCC(=O)NCCN2C(=O)CSC2=O)ccc1OC(F)F
3	-4	3	-5	-1	-0.2	-2	-2	-9	0	COc1cc(NC(=O)CN2CCN(S(=O)(=O)/C=C/c3ccccc3)CC2)cc(OC)c1OC
4	-8	-2	5	0	-0.2	-4	-1	-9	5	COc1ccc(/C=N\NC(=O)c2cccc(Br)c2)c(OC)c1
-12	-3	9	0	-2	-0.6	0	1	-2	2	COc1ccc(N2N=NN(C(C)C)C2=C(Cl)c2nnnn2-c2ccc(OC)cc2)cc1
1	-1	2	5	3	-11	0	37*	-1	-5	C=CCn1c(NS(=O)(=O)c2ccccc2)c(S(=O)(=O)c2ccc(C)cc2)c2nc3ccccc3nc21
5	10	6	-5	0	-0.1	-1	6	4	6	FC(F)(F)c1cc(Cl)c2nc(-c3ccccc3)c(Cc3ccsc3)n2c1
3	4	-4	2	1	-0.5	3	-11	-1	-7	O=C(NCc1nnc(SCC(=O)N2CCCCCC2)o1)c1ccc(F)cc1
0	-3	26*	-2	0	0.4	2	8	2	8	CCC(CC)c1nnc(NC(=O)CS(=O)(=O)c2ccccc2)s1
-1	3	3	1	5	0.0	3	-3	5	-1	CC(C)Oc1ccc(CNC(=O)CCCN2C(=O)C(c3ccccc3)Oc3cccnc32)cc1 (centres undefined)
-5	1	0	2	-3	29*	-1	-10	-7	6	Cc1coc2c1c(C)cc1oc(=O)c(CC(=O)N[C@@H](C)C(=O)O)c(C)c12
-4	0	-2	-2	-2	0.2	0	-7	3	6	CN1CCN(S(=O)(=O)c2cccc(C(=O)N(C)CC(=O)Nc3ccc(F)c(F)c3F)c2)CC1
1	3	4	1	-2	-0.7	-2	11	3	-1	CC(=O)Nc1ccc(N2C(=O)CSC2c2ccccc2[N+](=O)[O-])cc1 (centres undefined)
-5	5	0	2	12	0.0	0	5	3	3	CCOC(=O)c1sc(NC(=O)COc2ccc3c(c2)OCO3)nc1C
9	-3	-18	0	1	1.1	2	2	3	3	COc1cccc(/C=N/NC(=O)c2cccc([N+](=O)[O-])c2)c1OS(=O)(=O)c1ccccc1
-9	7	-2	-5	2	0.1	-1	3	1	4	CN(C)C(=O)Nc1cnc2ccccc2c1
2	2	-1	4	-3	0.7	-7	-3	-5	-3	CS(=O)(=O)N(CC(=O)N1CCc2ccccc2C1)c1cccc(F)c1
-2	-10	-3	7	-3	-0.5	-2	4	-1	-3	COc1ccc(N(CC(=O)N/N=C/c2cccnc2)S(=O)(=O)c2ccccc2)c(OC)c1
5	-9	-1	-1	-1	-0.5	1	4	-5	3	Cc1cccc(NC(=O)COc2coc(CN3CCc4ccccc4C3)cc2=O)c1
-3	-10	-3	1	-1	0.3	-3	-7	3	7	Oc1ccc(C=NC2CCCCC2)cc1
-2	-11	-4	3	2	-0.5	-1	-10	0	0	C=CCn1c(SC(C)C(=O)c2c(N)n(C)c(=O)n(C)c2=O)nnc1-c1ccoc1C (centres undefined)
4	-6	5	-2	-1	-0.6	1	7	0	0	O=C(CCSc1nc2cc(Cl)ccc2o1)N1CCOCC1
3	3	-5	12	7	-0.4	0	8	8	-4	O=C(Nc1ccc(C(=O)N2CCOCC2)cc1)Nc1cccc(Cl)c1
-3	-1	-2	-3	4	0.5	5	-7	-2	-8	O=C(Cn1cc(COc2c(F)c(F)c(Br)c(F)c2F)nn1)c1ccc(O)cc1
3	-1	-2	-1	2	0.7	4	-9	0	5	CCC1(CC)C(=O)C2=C3C1[C@H](C(=O)OC)C=C(C(=O)OC)C[C@H]3[C@H]1C(=O)N(CC(=O)OC)C(=O)[C@H]1[C@H]2C (some centres undefined)
0	-6	-7	2	1	0.0	0	0	-1	4	Cc1ccc(SCCC(=O)Nc2ccccc2Br)cc1
5	-6	8	-1	0	.	-1	4	-4	.	Clc1cc(Cl)cc(CNC2CCC23CCCCC3)c1 (centres undefined)
-4	-2	-11	-1	-1	-0.2	3	0	0	-6	CCOC(=O)c1cccc(NC(=O)CN(c2ccc(OC)cc2)S(=O)(=O)c2c(C)noc2C)c1
2	-2	1	1	1	0.0	0	2	1	3	CS(=O)(=O)c1ccc(Cl)c(S(=O)(=O)NCc2ccccc2)c1
1	-4	2	4	3	-0.3	-1	-6	0	-10	CN(Cc1ccc(Cl)cc1Cl)C(=O)CCNC(=O)c1ccco1
0	11	-2	-4	1	0.4	2	2	-2	-3	COc1cccc(N2CCN(C(=O)c3cn(Cc4ccccc4)nc3-c3cccnc3)CC2)c1
-1	7	2	-1	3	4.3	2	-12	5	-2	COc1cc(/C=N/n2cnnc2)ccc1OC(=O)c1cccnc1
5	3	8	0	-4	-0.3	-1	7	-6	-2	Cc1ccc(C)c(NC(=S)Nc2cccc3cnccc23)c1
1	4	0	-2	0	1.0	-1	11	-2	7	Cc1ccc(S(=O)(=O)Nc2cccnc2)c(C)c1C
-5	4	2	-1	1	-0.4	0	10	2	-2	COCCn1c(SCC(=O)Nc2sc(C)c(C)c2C#N)nnc1C(C)C
-9	7	3	3	5	0.4	0	-14	3	-6	Fc1ccccc1Cn1nnc2c(-n3ccnc3)ncnc21
0	-1	-1	1	0	0.5	-2	-4	2	0	O=C(NCCSCc1c(F)cccc1Cl)c1ccc(CN2CCOCC2)cc1
1	-6	1	3	1	-0.7	-2	4	3	-3	CC(=O)NC1(c2cccc(F)c2)CCN(CC(=O)NC(C)C)CC1
9	-5	7	-2	3	-0.3	-4	-1	1	5	COC(=O)C1=C(C)N(Cc2ccc(C(F)(F)F)cc2)C(=NCc2ccccc2)NC1c1cccc(Cl)c1 (centres undefined)
-1	-2	2	1	0	0.1	-8	20	0	2	COCCNC(=O)Cn1cnc2c(cnn2-c2ccc(OC)cc2)c1=O
-6	6	-1	1	2	0.8	-1	-11	-1	2	CC(Sc1nnc(-c2ccncc2)n1C)C(=O)NCC(=O)Nc1ccc(F)c(F)c1F (centres undefined)

12 entries from above, with bars between the fields:
mol | DDE Tn7 FP inh | Tn6 DDE FP | SIAE primary | LEDGF integ inh | UHRF1 binding | proKLK7 act | PRMT1 FP inh | TDP2 inh | MBD2 DNA inh | TCR CD3 inh
COc1ccc(N2N=NN(C(C)C)C2=C(Cl)c2nnnn2-c2ccc(OC)cc2)cc1 | -12 | -3 | 9 | 0 | -2 | -0.6 | 0 | 1 | -2 | 2
C=CCn1c(NS(=O)(=O)c2ccccc2)c(S(=O)(=O)c2ccc(C)cc2)c2nc3ccccc3nc21 | 1 | -1 | 2 | 5 | 3 | -11 | 0 | 37* | -1 | -5
FC(F)(F)c1cc(Cl)c2nc(-c3ccccc3)c(Cc3ccsc3)n2c1 | 5 | 10 | 6 | -5 | 0 | -0.1 | -1 | 6 | 4 | 6
O=C(NCc1nnc(SCC(=O)N2CCCCCC2)o1)c1ccc(F)cc1 | 3 | 4 | -4 | 2 | 1 | -0.5 | 3 | -11 | -1 | -7
CCC(CC)c1nnc(NC(=O)CS(=O)(=O)c2ccccc2)s1 | 0 | -3 | 26* | -2 | 0 | 0.4 | 2 | 8 | 2 | 8
CC(C)Oc1ccc(CNC(=O)CCCN2C(=O)C(c3ccccc3)Oc3cccnc32)cc1 (centres undefined) | -1 | 3 | 3 | 1 | 5 | 0.0 | 3 | -3 | 5 | -1
Cc1coc2c1c(C)cc1oc(=O)c(CC(=O)N[C@@H](C)C(=O)O)c(C)c12 | -5 | 1 | 0 | 2 | -3 | 29* | -1 | -10 | -7 | 6
CN1CCN(S(=O)(=O)c2cccc(C(=O)N(C)CC(=O)Nc3ccc(F)c(F)c3F)c2)CC1 | -4 | 0 | -2 | -2 | -2 | 0.2 | 0 | -7 | 3 | 6
CC(=O)Nc1ccc(N2C(=O)CSC2c2ccccc2[N+](=O)[O-])cc1 (centres undefined) | 1 | 3 | 4 | 1 | -2 | -0.7 | -2 | 11 | 3 | -1
CCOC(=O)c1sc(NC(=O)COc2ccc3c(c2)OCO3)nc1C | -5 | 5 | 0 | 2 | 12 | 0.0 | 0 | 5 | 3 | 3
COc1cccc(/C=N/NC(=O)c2cccc([N+](=O)[O-])c2)c1OS(=O)(=O)c1ccccc1 | 9 | -3 | -18 | 0 | 1 | 1.1 | 2 | 2 | 3 | 3
CN(C)C(=O)Nc1cnc2ccccc2c1 | -9 | 7 | -2 | -5 | 2 | 0.1 | -1 | 3 | 1 | 4

Following part
DDE Tn7 FP inh	Tn6 DDE FP	SIAE primary	LEDGF integ inh	UHRF1 binding	proKLK7 act	PRMT1 FP inh	TDP2 inh	MBD2 DNA inh	TCR CD3 inh	SMILES
9	4	-4	-11	-2	0.0	-1	-8	0	5	O=C(CNS(=O)(=O)c1ccc([N+](=O)[O-])cc1)N/N=C/c1ccc(O)cc1O
-10	1	-5	0	-1	0.1	4	-3	2	2	CC1(C)NC(=O)N(CCOc2ccc([N+](=O)[O-])cc2)C1=O
4	0	-2	1	-3	-0.2	-2	6	2	4	Cc1c(C(=O)N(C)C)sc(NC(=O)c2cccc([N+](=O)[O-])c2)c1C#N
2	-1	-5	-6	8	0.1	7	-6	7	-4	O=C(Cn1cnc2c(nnn2Cc2ccc(F)cc2)c1=O)NC1CCCC1
-2	4	-4	0	1	0.1	-4	6	-5	6	COc1ccc(N(CC(=O)Nc2cc(C)ccc2C)S(=O)(=O)c2c(C)[nH]c(=O)[nH]c2=O)cc1
-2	-2	-4	3	0	3.4	3	-4	-1	6	Cc1nc(NC(=O)C(C)(C)C)sc1-c1csc(N)n1
-3	-2	-3	-4	0	0.2	4	-9	2	-1	Cc1ccc(CN2CC(C(=O)N(CC(C)C)c3c(N)n(Cc4ccccc4)c(=O)[nH]c3=O)CC2=O)cc1 (centres undefined)
3	9	0	-2	1	-0.1	1	1	-4	-2	Cc1cc(C(F)(F)F)nc(SCC(=O)NC2CC3CCC2C3)n1 (centres undefined)
